KOR beta-arrestin-1: KOR agonists, beta-arrestin recruitment, primary screen, cell-based, luminescence, uHTS (AID 1777). activation, % at 10 µM; hits with a dose series show EC50 in µM. 0.02% of 280,000 active. KOR beta-arrestin recruitment, luminescence; higher % means a stronger effect; in the data active = activation above about 50%, passing the limit was not always enough; also: a part of the inactive calls stands beside numbers as strong as those of hits
HIV fusion peptide: cell-free HIV fusion peptide-binding blockers – biochemical, uHTS, fluorescence dequenching, primary screen (AID 1986) | one-dose inhibition, % at 20 µM; IC50 in µM for titrated hits | 0.3% of 290,000 active | cell-free peptide binding, fluorescence dequenching, 30 min; higher % means a stronger effect; in the data active = inhibition mostly above about 52%, no sharp cut-off; inactive = mostly below about 76%; also: some results filed as inactive read as strong as hits
GPR35 arrestin U2OS: GPR35 antagonists blocking zaprinast-driven arrestin recruitment, primary screen, imaging, U2OS, beta-arrestin-GFP, zaprinast agonist (AID 2058). U2OS GPR35 beta-arrestin-GFP translocation imaging, zaprinast antagonism; higher % means a stronger effect. 0.052% of 290,000 active. inhibition, % at 10 µM; hits with a dose series show IC50 in µM;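 active = inhibition of at least 50% with at least 30 cells and total cytoplasm GFP at most 10,000,000; inconclusive = under 30 cells or total GFP of 10,000,000 plus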
NOD2 inhibition: NOD2 signaling inhibitors, cell-based, luminescence, uHTS, HEK293 (AID 1566); 0.63% of 290,000 active; one-dose inhibition, % at 4 µM; EC50 in µM for titrated hits; HEK293 NOD2/NF-kB luciferase reporter, luminescence; higher % means a stronger effect; also: many of its hits are not listed in these tables
GPR55 LPI antagonism: inhibition of LPI-stimulated GPR55 beta-arrestin translocation – imaging, U2OS, beta-arrestin-GFP, LPI agonist, primary screen (AID 2013); U2OS GPR55 beta-arrestin-GFP translocation imaging, LPI antagonism; higher % means a stronger effect; one-dose inhibition, % at 10 µM; IC50 in µM for titrated hits; 0.13% of 290,000 active;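 active = spots per cell inhibited over 60%, with over 100 cells counted and total cytoplasm intensity under 500,000; inconclusive = wells with under 100 cells, flagged as likely toxic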;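 also: U2OS cells stably carrying GPR55 and arrestin-GFP stimulated by 5 µM LPI near EC80; imaged beta-arrestin-GFP aggregate spots per cell after agonist stimulation; plate controls were LPI-stimulated DMSO wells for no effect and DMSO wells without LPI for full effect; some results filed as inactive read as strong as hits; confirmed hits need IC50 under 10 µM and bright autofluorescent wells are also inconclusive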
GPR55 beta-arrestin: selective activators of receptor GPR55 – imaging, U2OS cells, beta-arrestin-GFP redistribution, primary screen (AID 1961) | one-dose activation, % at 10 µM; EC50 in µM for titrated hits | U2OS GPR55 beta-arrestin-GFP redistribution imaging; higher % means a stronger effect | 0.048% of 290,000 active;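 active = activation above 40% with more than 50 cells counted in the well; inconclusive = wells holding fewer than 50 cells, flagged as toxic or sparse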;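 also: U2OS osteosarcoma cells stably expressing GPR55 and beta-arrestin-GFP; plate controls were DMSO negative control for no effect and LPI positive control for full effect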
NOD1 inhibition: NOD1 signaling inhibitors, primary screen, cell-based, luminescence, uHTS (AID 1578). 1% of 290,000 active. NOD1-driven NF-kB luciferase reporter cells, luminescence; higher % means a stronger effect. one-dose inhibition, % at 4 µM; EC50 in µM for titrated hits; in the data active = inhibition mostly above about 36%, no sharp cut-off; inactive = mostly below about 34%;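 also: HEK-293T reporter cells stimulated with the NOD1 agonist gamma-tri-DAP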
KOR beta-arrestin-2: KOR antagonists, beta-arrestin recruitment, cell-based, luminescence, uHTS (AID 1778) | KOR beta-arrestin recruitment, luminescence, antagonist mode; higher % means a stronger effect | one-dose inhibition, % at 10 µM; IC50 in µM for titrated hits | 0.091% of 290,000 active; also: strong numbers were not always called active
Myeloid diff 2: promotes myeloid progenitor differentiation | calls only at 10 µM | ER-HoxA9 myeloid progenitors, lysozyme-GFP differentiation, flow cytometry | 1% of 360,000 active;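 active = normalized GFP-positive differentiation at or above the plate's own cutoff, the solvent-only control mean plus 3 SD; inconclusive = no clear call, values can overlap the other calls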;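 also: cells exposed to compound for four days before flow analysis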
Myeloid diff 2 GFP+ MAC1+ %: further read-out of Myeloid diff 2, marked with its call; GFP+ MAC1+ double positive, %; measured here: differentiation confirmed by MAC1 staining
* hit, by the source's call; i = inactive; ? = inconclusive; . = not tested or not shown; [ ] = remark or other dose. Rule as the data show it, unless noted: active = inhibition above about 50%; inactive = the rest. Not all compounds are listed; the hit share may differ from the screen's.

SMILES | KOR beta-arrestin-1 | HIV fusion peptide | GPR35 arrestin U2OS | NOD2 inhibition | GPR55 LPI antagonism | GPR55 beta-arrestin | NOD1 inhibition | KOR beta-arrestin-2 | Myeloid diff 2 | Myeloid diff 2 GFP+ MAC1+ %
Cc1cc2ccccc2c(=O)n1CC(=O)Nc1ccc2c(c1)OCCO2 | -7.8% | -3.5% | -7% | 1% | 7% | -0.1% | -13% | 15% | i | 0.1
O=C(CCn1c(=O)oc2ccccc21)Nc1nccs1 | 1.7% | 122% | -3% | -14% | -2% | -0.1% | -25% | -12% | i | 1.0
N/C(=N\OC(=O)c1cccc2ccccc12)c1ccc(Br)cc1 | 5.8% | 1.4% | -13% | . | -3% | 0.3% | . | -42% | i | 0.5
Cc1ccc(-n2c(C)nn(CC#N)c2=O)cc1 | -3.7% | -1.1% | 1% | 16% | -1% | -0.3% | -25% | 6% | i | 0.6
c1ccc2cc(-c3cc4ccccn4c3)ccc2c1 | 2.6% | -1.9% | 7% | -8% | -2% | -0.1% | -30% | 2% | i | 6.0
Cc1ccc(NNC(=O)C2CCC2)cc1C | 1.5% | -1.3% | 14% | -14% | -6% | 0.0% | -9% | -26% | i | 0.6
CC(C)C[C@H](NC(=O)C1CCN(S(=O)(=O)c2ccccc2)CC1)C(=O)NCc1ccncc1 | -0.4% | 1.4% | 15% | 14% | 8% | -0.1% | -21% | -11% | i | 2.4
COc1ccc(OC)c(NC(=O)c2cccnc2Sc2ccccc2)c1 | 3.1% | 2.3% | 18% | 5% | 6% | 1.9% | -26% | -26% | i | 0.6
CCN1CCN(c2nc(C)c3c(n2)CCCC3=O)CC1 | 2.2% | -2.5% | 2% | 3% | 3% | -0.2% | -4% | -25% | i | 6.0
CCn1c(SCc2ccc(OC)cc2)nnc1-c1ccncc1 | -1.1% | 2.0% | 0% | -9% | -3% | 0.2% | -23% | -9% | i | 7.6
Cc1sc2ncn(Cc3ccccc3F)c(=O)c2c1C | . | 2.1% | 1% | 6% | 2% | 1.7% | -15% | -10%[20 µM] | i | 0.3
CC(=O)N1CCCc2cc(S(=O)(=O)Nc3ccc4c(c3)OCO4)ccc21 | -5.6% | -1.0% | 6% | 3% | -3% | 0.2% | -19% | 17% | i | 0.0
Cc1nc2cc(NC(=O)c3cccc(S(C)(=O)=O)c3)ccc2o1 | 2.0% | -0.9% | 4% | -27% | -16% | 0.5% | -5% | -44% | i | 0.8
O=C(C(=O)N1CCN(c2ccccc2)CC1)c1c[nH]c2ccccc12 | -2.6% | -0.2% | -1% | 22% | 2% | 0.2% | -19% | -23%[20 µM] | i | 0.1
COc1cccc(CN2CC(C(=O)NCCCn3cccn3)CCC2=O)c1 (centres undefined) | 12% | 1.8% | 9% | -5% | 3% | 0.3% | -11% | -10% | i | 0.5
O=C(CN1C(=O)C(=O)N(Cc2ccccc2)C1=O)Nc1ccc(F)c(Cl)c1 | -2.0% | 0.6% | -16% | 12% | 5% | -0.4% | -37% | -4% | i | 0.6
CN(C(=O)COC(=O)c1ccccc1SCC(=O)N1CCCC1)C1CCS(=O)(=O)C1 (centres undefined) | 5.9% | 0.8% | -4% | 6% | 19% | -0.1% | -23% | -23% | i | 3.3
CCOc1ccc(NC(=O)CSc2nc(C3CC3)nc3ccccc23)cc1 | -1.7% | -1.1% | 28% | 7% | 7% | 0.2% | -20% | -26%[20 µM] | i | 0.9
CCc1nnc(NC(=O)COc2ccc3c(c2)OCO3)s1 | 2.1% | 5.5% | 13% | -70% | -5% | 0.1% | -62% | -29% | i | 0.5
O=C(Nc1nnc(S(=O)(=O)Cc2ccc(F)cc2)s1)c1ccccc1F | 12% | 6.2% | 1% | 23% | -3% | -0.1% | 2% | -34% | i | 1.5
Cc1csc(NC(=O)c2cccc(Cn3nc(C)c(Br)c3C)c2)n1 | 1.9% | 2.2% | -10% | -38% | -4% | -0.1% | -5% | 10% | i | 7.3
Cc1cc(C(=O)CSc2ccc(Cl)cc2)cc(C)c1OC(=S)N(C)C | -4.7% | 0.6% | 11% | -12% | 2% | 0.0% | -37% | -41% | i | 0.8
COc1ccc(N=C2SC(CC(=O)Nc3ccc(OC)cc3OC)C(=O)N2C)cc1 (centres undefined) | 0.0% | 0.6% | -13% | -2% | -3% | 0.2% | -9% | 11% | i | 0.8
CCc1nc(OCc2ccco2)c2sc3nc4c(cc3c2n1)COC(C)(C)C4 | -1.4% | 5.3% | -6% | 18% | -1% | 0.0% | -9% | 11% | i | 0.5
CCCCN(CCCC)/C(N)=N/c1nc(C)cc(C)n1 | -2.7% | 1.5% | -12% | 0% | 2% | -0.1% | -23% | -21%[20 µM] | i | 1.2
Clc1ccc(C2Nc3cccc4cccc(c34)N2)cc1Cl | -0.4% | 13% | -8% | 13% | 30% | -0.2% | 38% | -42%[20 µM] | i | 0.5
Cc1cccc2c1N(C(=O)c1ccco1)C(C)(C)c1ssc(=S)c1-2 | 3.2% | -4.4% | -14% | -1% | 11% | -0.1% | 47% | -18% | i | 0.2
O=C(CCCOc1ccccc1)Nc1cccc(C(=O)O)c1 | 4.5% | 2.6% | -1% | 2% | -10% | -0.2% | -4% | 13% | i | 0.4
O=P(Cc1ccncc1)(c1ccccc1)c1ccccc1 | -5.8% | -3.3% | -24% | 12% | 13% | 0.0% | -3% | -27% | i | 1.3
CCOC(=O)C1=C(C)NC(=O)NC1c1ccc(-c2ccc(F)cc2)o1 (centres undefined) | 4.9% | 3.3% | 0% | 1% | -11% | 0.6% | -11% | 3% | i | 0.5
O=C(O)CC(C(=O)OCCOc1ccccc1)N1CCOCC1 (centres undefined) | -7.3% | 11% | 6% | 6% | -2% | 0.0% | 9% | 13% | i | 0.2
CCN(CC)CCNC(=O)c1ccc(NC(=O)Cc2ccccc2F)cc1 | -0.2% | -2.0% | 7% | 12% | 12% | -0.3% | -29% | 4% | i | 0.1
CSc1nc(N)c2c(C)c(C)sc2n1 | 5.7% | 1.0% | -12% | -1% | 1% | -0.3% | -19% | -7% | i | 1.7
O=C1CCCC2=C1C(c1cn(-c3ccccc3)nc1-c1cccs1)c1c([nH]c(=O)[nH]c1=O)N2 (centres undefined) | -6.4% | 1.0% | 2% | 11% | 9% | 0.2% | -1% | 3% | i | 16
COc1ccc(C2C(=O)N(CCc3ccccc3)CC(=O)N2C2CCCCC2)cc1 (centres undefined) | 1.3% | -1.7% | -2% | -10% | -4% | -0.1% | 2% | -9% | i | 1.3
Cc1ccc(-c2nc3cc(N)ccc3o2)c(C)c1 | 20% | 0.2% | 9% | -146% | -1% | -0.1% | -30% | 10% | i | 1.1
COc1ccc(N(CC(=O)Nc2ccc3c(c2)OCO3)S(=O)(=O)c2ccccc2)cc1OC | 1.3% | -1.0% | -4% | 6% | 6% | -0.1% | 4% | 6% | i | 0.5
COc1ccc(N2CCN(CC(O)COc3c(OC)cccc3OC)CC2)cc1 (centres undefined) | -2.1% | 0.1% | -5% | 6% | -2% | 0.6% | -2% | 24% | i | 0.7
CCc1cccc(CC)c1N(COC)C(=O)Cn1c(C(C)O)nc2ccccc21 (centres undefined) | . | -0.2% | 10% | -1% | 9% | -0.1% | -16% | . | i | 8.0
COc1ccc(/C=C/C(=O)O/N=C(\N)c2ccccc2)cc1OC | 1.1% | 0.0% | -21% | -58% | 9% | 0.1% | -29% | -14% | i | 1.5
Cc1onc(-c2ccccc2Cl)c1-c1nc(-c2ccccn2)no1 | 1.6% | -1.2% | 9% | 14% | -2% | -0.1% | -6% | 17% | i | 0.6
O=C(CCC(=O)N1CCN(Cc2ccccc2)CC1)Nc1nnc(C2CCCCC2)s1 | 2.7% | 1.3% | -4% | 10% | 6% | 0.7% | -12% | -12% | i | 0.8
CSc1ncccc1C(=O)OCc1c(F)cccc1Cl | -1.1% | -0.8% | 6% | -1% | -7% | -0.1% | -6% | -10% | i | 2.3
Cc1ccc(S(=O)(=O)N(C)c2c(C)ccc(S(=O)(=O)N3CCN(C=O)CC3)c2C)cc1 | 5.9% | -0.4% | 18% | -1% | -15% | -0.4% | 3% | 11% | i | 0.4
CC1CCC(=C(C#N)c2nc(-c3cc4ccccc4oc3=O)cs2)CC1 (centres undefined) | -2.4% | 3.5% | 24% | -76% | 3% | -0.4% | -10% | 23% | i | 0.4
COc1cc(SC)ccc1C(=O)N(Cc1ccccc1)c1ccccc1 | -4.2% | 0.0% | -20% | 10% | -5% | 0.2% | -5% | 2% | ? | .
Cc1ccc(C(=O)NCCCNCCCN(C)C)cn1 | 1.8% | 6.5% | 9% | 14% | 4% | -0.2% | 6% | -1% | i | 0.9
c1cn(CCCNc2ncnc3sc4c(c23)CCC4)cn1 | 3.5% | 3.1% | 1% | 7% | -4% | -0.2% | 29% | -22% | i | 0.8
Cc1ccc(S(=O)(=O)NC(=O)Nc2ccc(C)cn2)cc1 | 1.4% | -2.4% | -5% | 4% | 7% | -0.2% | -3% | 2% | i | 0.8
COC(=O)c1nn(-c2ccc(OC)cc2)c(=O)cc1O | 1.2% | 4.3% | 4% | 5% | -4% | 0.3% | 14% | -9% | i | 0.2

Next entries follow:
SMILES | KOR beta-arrestin-1 | HIV fusion peptide | GPR35 arrestin U2OS | NOD2 inhibition | GPR55 LPI antagonism | GPR55 beta-arrestin | NOD1 inhibition | KOR beta-arrestin-2 | Myeloid diff 2 | Myeloid diff 2 GFP+ MAC1+ %
S=c1[nH]nc(-c2ccccc2Br)n1Cc1ccccc1 | 1.7% | 0.4% | 5% | -3% | -1% | -0.2% | -30% | -8% | i | 1.2
COc1ccc(NC(=O)CN2C(=O)CSc3ncccc32)cc1 | -4.5% | 2.1% | -10% | 2% | -11% | 0.4% | -9% | 24%[20 µM] | i | 1.1
COc1cc(NC(=O)c2ccco2)c(OC)cc1NC(=O)c1cc(OC)c(OC)c(OC)c1 | -2.6% | 0.7% | 5% | 24% | 7% | 0.4% | -16% | 26% | i | 0.6
COc1ccc(NC(=O)CSc2nc3ccsc3c(=O)n2CCCCCC(=O)O)cc1 | -2.5% | 3.9% | -6% | 17% | 21% | 1.0% | -9% | 6% | i | 0.8
CC(=O)N1c2ccc(S(=O)(=O)NCCC(=O)NC3CCC(C)CC3)cc2CC1C (centres undefined) | -3.5% | -0.4% | -5% | 17% | 2% | -0.1% | 1% | 2% | i | 2.4

High-throughput results deposited in PubChem BioAssay by several laboratories.
